Screening data from PubChem BioAssay.
AmpC detergent – AmpC beta-lactamase inhibition with detergent present; P00811; AmpC hydrolysis of nitrocefin, absorbance 480 nm, 0.01% Triton; Potency, µM (titrated, usually from 114 µM), inactives show at the highest dose activity change, negative = inhibition, most hits filed as inhibitors; actives 0.041% (n = 370,000); AID 485294;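 note: potency is the fitted concentration of half-maximal effect; 0% = no-compound wells and -100% = no-enzyme wells; nearly all actives have a fitted effect of over 25% in size; some results filed as inactive show a strong effect at the top dose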
Target sequence (P00811 whole entry, looked up): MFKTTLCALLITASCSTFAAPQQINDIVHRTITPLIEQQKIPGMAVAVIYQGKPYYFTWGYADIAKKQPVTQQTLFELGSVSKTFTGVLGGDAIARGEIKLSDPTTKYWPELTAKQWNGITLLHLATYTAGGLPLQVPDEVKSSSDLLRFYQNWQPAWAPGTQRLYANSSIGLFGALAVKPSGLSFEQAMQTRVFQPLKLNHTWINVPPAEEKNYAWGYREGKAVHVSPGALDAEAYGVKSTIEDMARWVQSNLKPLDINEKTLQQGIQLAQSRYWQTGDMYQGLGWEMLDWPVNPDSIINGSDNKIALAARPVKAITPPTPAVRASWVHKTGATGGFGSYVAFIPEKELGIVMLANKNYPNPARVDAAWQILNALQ
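20 mM phosphate pH 7.0 + 0.01% (detergent screen) or 0.0001% Triton X-100; 5.3 nM AmpC reagent; cpd preinc 15 min RT; nitrocefin (800 uM stock) to start; A480 q20 s × 4 min; Activity was normalised to no-enzyme and no-compound control wells.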
FBPA Giardia inh – blocks Giardia fructose-bisphosphate aldolase activity; purified Giardia FBPA; A8B2U2; actives 0.71% (n = 290,000); Potency, µM (highest dose often 59.6 µM), inactives show top-dose activity, negative = inhibition, hits mostly inhibitors; note: potency is the fitted concentration of half-maximal effect; % is set by controls: 0 for no effect and ±100 for the full control effect; nearly all actives have a fitted effect of over 55% in size
Target sequence (A8B2U2 whole entry, looked up): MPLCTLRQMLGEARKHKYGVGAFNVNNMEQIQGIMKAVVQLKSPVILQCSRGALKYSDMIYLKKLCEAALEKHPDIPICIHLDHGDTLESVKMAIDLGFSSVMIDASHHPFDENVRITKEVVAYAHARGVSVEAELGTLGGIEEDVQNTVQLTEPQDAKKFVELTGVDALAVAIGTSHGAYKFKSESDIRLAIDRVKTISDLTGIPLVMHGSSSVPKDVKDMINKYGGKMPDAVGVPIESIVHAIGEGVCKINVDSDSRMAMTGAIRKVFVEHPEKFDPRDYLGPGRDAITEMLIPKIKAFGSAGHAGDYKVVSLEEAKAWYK
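40 nM FBPA preincubated 10 min at RT with compound (up to 57.5 uM final), then substrate plus GAPDH/TPI/NAD/arsenate coupling and diaphorase/resazurin added. Fluorescence read after 20 min at RT, 525/598 nm.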
AmpC no deterg – AmpC beta-lactamase inhibition without detergent | P00811 | AmpC nitrocefin hydrolysis, absorbance 480 nm, 0.0001% Triton | Potency, µM (highest dose often 57.1 µM), without a hit: at the highest dose activity change, negative = inhibition, actives largely listed as inhibitors | actives 0.52% (n = 330,000);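 note: potency is the fitted concentration of half-maximal effect; plate controls were no compound for no effect and no enzyme for full effect; nearly all actives have a fitted effect of over 20% in size; some results filed as inactive show a strong effect at the top dose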
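AmpC (5.3 nM in the dispensed reagent) in 20 mM phosphate pH 7.0 with 0.01% (detergent screen) or 0.0001% Triton X-100 was preincubated with compounds for 15 min at room temperature. Nitrocefin was then added from an 800 uM solution, and hydrolysis was followed at 480 nm.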
Shiga inhibitor – blocks Shiga toxin action in Vero cells. inhibition, % at 38.7 µM. actives 9.2% (n = 290,000). Vero cells, Shiga toxin protein synthesis inhibition reporter; in the data active = inhibition mostly above about 28%, no sharp cut-off; inactive = mostly below about 43%; note: 0% is about no effect
AMA1-RON2 inh – disrupts binding of P. falciparum AMA1 to RON2. AlphaScreen AMA1-biotinylated RON2 peptide binding. Potency, µM (highest dose often 58.2 µM), without a hit: top-dose activity change, negative = inhibition, most hits filed as inhibitors. actives 0.2% (n = 360,000);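 note: potency is the fitted concentration of half-maximal effect; 0% = vehicle wells and -100% = peptide control; nearly all actives have a fitted effect of over 45% in size; some results filed as inactive show a strong effect at the top dose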
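AMA1 (3D7) with his tag at 25 nM final met compounds first, then biotinylated RON2 peptide at 25 nM; detection used donor plus acceptor beads, 10 µg/mL apiece, read by AlphaScreen after 30 min at room temperature.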
Cycloheximide cs – counter-screen hit for Shiga toxin inhibitors, cycloheximide; cell reporter, cycloheximide protein synthesis inhibition counterscreen; max response, %; actives 12% (n = 300,000); AID 2314; in the data active = max response mostly above about 13%, no sharp cut-off; inactive = mostly below about 14%; note: read at 38.3 µM for the half of the compounds with a filed dose; 0% is about no effect
HCMV antiviral – human cytomegalovirus inhibition. activity change, negative = inhibition, % at 57.5 µM. HFF cells, HCMV-luciferase reporter, 72 h; active compounds read low. actives 4.5% (n = 410,000); in the data active = activity change below about -60%; inconclusive = no clear call, values can overlap the other calls; inactive = above about -39%; note: % is set by controls: 0 for no effect and ±100 for the full control effect
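Human foreskin fibroblasts infected with luciferase-reporter HCMV at MOI 1 PFU/cell, compounds at two doses. Luciferase measured 72 h post infection; normalized to buffer-only basal and Salinomycin (10uM) controls.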
Numbers without * were called inactive; ? = inconclusive; . = no result given; & = joins results of further samples; ! = not confirmed by another sample; [ ] = another dose, or the depositor's remark. Unless noted, calls come from the whole dose curve; as a rule, active = well fitted curve in the direction sought with a large enough effect; inconclusive = small, poorly fitted or top-dose-only effect, or another doubt; inactive = no such curve, though single readings can be large; an effect the other way counts as inactive or inconclusive.

SMILES	AmpC detergent	FBPA Giardia inh	AmpC no deterg	Shiga inhibitor	AMA1-RON2 inh	Cycloheximide cs	HCMV antiviral
O=C1CC[C@@H](CN(Cc2ccccn2)Cc2nc(Cc3cccc(C(F)(F)F)c3)no2)N1	5%	-7%	165%[activator]	-12	110%[activator]	-2	-3
O=C(Nc1ccc(N2CCN(C(=O)c3ccco3)CC2)cc1)c1ccc(Br)cc1	3%	-3%	-10%	-2	-8%	-1	-21
Fc1cccc(CCN2C(=S)NC[C@@H]2CC2CCCCC2)c1	10%	-3%	-18%	6	5%	-1	?
O=C(O)Cn1c(O)c(C=Nc2ccccc2)sc1=S	-13%&-7%	7%&-13%	-30%&-21%	10&3	12%&-12%	-2&8	7&-5
O=C1SC(SCc2ccccc2)=N/C1=C\c1ccc(C(=O)O)cc1	2%	-21%	-25%	-7	11%	-1	-25
CCCC(=O)Nc1c(-c2ccccc2)c(=O)c(C)nn1-c1ccc(C)cc1	-11%	1%	-9%	-1	-1%	0	-29
Cc1cc(C)c(OCCNC(=O)c2ccccc2Sc2ccccc2C#N)c(C)c1	-11%	0%	-13%	-12	3%	-2	?
CCN1CCSc2ccc(C(=O)NCc3ccccc3F)cc21	-17%	4%	-57%	31	-18%	7	-28
Cc1ccc2c(c1C)NC(C(=O)O)C1CC=CC21 (stereo unspecified)	?	-26%&-14%	-47%&-44%	110*!	12µM*	5&-3	.
CCn1cc(S(=O)(=O)Nc2cc(F)ccc2C)cn1	2%	1%	-9%	-1	7%	1	-6
COc1ccccc1NC(=O)c1cc[n+]([O-])cc1	?	-4%	-15%	.	9%	-3	43
Cc1c(Cl)cccc1NC(=O)CCC(=O)NNC(=O)c1ccco1	?	0%	-15%	-20	23%	3	-3
O=C(Nc1cc(C(F)(F)F)ccc1N1CCOCC1)C1CCCO1 (stereo unspecified)	.	.	4%	.	-1%	.	2
Cc1cc(C(=O)NNc2ccc(C(C)C)cc2)n(C(C)(C)C)n1	-4%	-8%	26%	26	-26%	-1	10
O=C(CN1C(=O)C2C3C=CC(C3)C2C1=O)N1CCc2ccccc2C1 (stereo unspecified)	2%	-1%	2%	2	0%	11	-5
CCOc1ccc(CC(=O)Nc2cccc(-c3ccc4nnc(C)n4n3)c2)cc1	2%	0%	130%[activator]	-6	4%	5	118
CC(=O)Nc1ccc(NC(=O)CSc2nncn2C)cc1	0%	3%	-11%	-12	-4%	-2	16
CCOC(=O)C1(c2ccccc2)Oc2ccccc2C(c2ccc(OC)cc2)=C1C(=O)OC (stereo unspecified)	.	-6%	22%	6	-5%	2	-16
Cc1occc1-c1nnc(SCC(=O)NC2CC2)n1C	-14%	.	-16%	13	21%	-6	32
Cc1ccc(C(=O)Nc2ccc(N3CCN(C(=O)c4ccco4)CC3)cc2)c(Cl)c1	-2%	-12%	6%	-4	-12%	3	-32

Looked up by structure from the entries so far (five):
SMILES	AmpC detergent	FBPA Giardia inh	AmpC no deterg	Shiga inhibitor	AMA1-RON2 inh	Cycloheximide cs	HCMV antiviral
CC(=O)Nc1ccc(NC(=O)CSc2nncn2C)cc1	0%	3%	-11%	-12	-4%	-2	16
O=C(CN1C(=O)C2C3C=CC(C3)C2C1=O)N1CCc2ccccc2C1 (stereo unspecified)	2%	-1%	2%	2	0%	11	-5
Cc1c(Cl)cccc1NC(=O)CCC(=O)NNC(=O)c1ccco1	?	0%	-15%	-20	23%	3	-3
Cc1ccc(C(=O)Nc2ccc(N3CCN(C(=O)c4ccco4)CC3)cc2)c(Cl)c1	-2%	-12%	6%	-4	-12%	3	-32
CCOC(=O)C1(c2ccccc2)Oc2ccccc2C(c2ccc(OC)cc2)=C1C(=O)OC (stereo unspecified)	.	-6%	22%	6	-5%	2	-16

The listing picks up, starting two compounds before the break.
SMILES	AmpC detergent	FBPA Giardia inh	AmpC no deterg	Shiga inhibitor	AMA1-RON2 inh	Cycloheximide cs	HCMV antiviral
Cc1occc1-c1nnc(SCC(=O)NC2CC2)n1C	-14%	.	-16%	13	21%	-6	32
Cc1ccc(C(=O)Nc2ccc(N3CCN(C(=O)c4ccco4)CC3)cc2)c(Cl)c1	-2%	-12%	6%	-4	-12%	3	-32
CC1CCCC(NC(=O)COC(=O)c2n[nH]c3ccccc23)C1C (stereo unspecified)	.	.	-19%	.	2%	.	-17
O=C1CSC(c2ccccc2)N1CC(O)c1ccc([N+](=O)[O-])cc1 (stereo unspecified)	5%	-6%	-18%	4	-7%	6	-29
O=C(COc1ccc(Cl)cc1Cl)OCn1nnc2ccccc2c1=O	0%	1%	-22%	-14	-12%	2	1
CCN(C(=O)c1cc2c(=O)[nH]c3ccc(C)cc3c2s1)c1ccc(OC)cc1	-4%	-4%	-7%	19	9%	-1	-22
Cc1ccc(S(=O)(=O)N2CCC(C(=O)Nc3ccccc3N3CCCC3)CC2)cc1	-10%	.	-21%	.	-26%	.	-13
O=[N+]([O-])c1cc(C(F)(F)F)ccc1NCCCCNS(=O)(=O)c1ccc2ccccc2c1	-14%	-8%	-42%	-8	-8%	2	0
CCCCCCCC(=O)N/N=C(\C)c1ccc(N)cc1	-2%	3%	-22%	-17	.	10	.
Cn1c(N)c(-c2nc3cccnc3n2C)sc1=S	-15%	1%	-45%	24	74%[activator]	6	18
Cc1cccc(C)c1NC(=O)CN	-14%	0%	-3%	8	14%	-1	-9
CN1CCCCC1Cn1cc(C(=O)c2cc([N+](=O)[O-])ccc2I)c2ccccc21 (stereo unspecified)	.	-1%	.	-2	.	-3	.

Overlap with the part before: two compounds, then new ones.
SMILES	AmpC detergent	FBPA Giardia inh	AmpC no deterg	Shiga inhibitor	AMA1-RON2 inh	Cycloheximide cs	HCMV antiviral
Cc1cccc(C)c1NC(=O)CN	-14%	0%	-3%	8	14%	-1	-9
CN1CCCCC1Cn1cc(C(=O)c2cc([N+](=O)[O-])ccc2I)c2ccccc21 (stereo unspecified)	.	-1%	.	-2	.	-3	.
O=C(COc1ccccc1)NCC(c1ccco1)N1CCCCC1 (stereo unspecified)	-14%	.	-14%	.	8%	.	-17
COC(=O)c1ccc(CN2C(=O)NC(Cc3c[nH]c4ccccc34)C2=O)cc1 (stereo unspecified)	-13%	8%	-22%	118*	-14%	37*	-14
O=C(NCCCN1CCOCC1)c1ccc(Br)cc1Br	-3%	5%	2%	22	.	3	-17
CCOC(=O)c1ccc2c(c1)n(CCCS(=O)(=O)[O-])c(/C=C/c1ccc(Cl)cc1)[n+]2CC	-7%	7%	-1%	-1	4%	7	?
COc1ccc(Cl)cc1NC(=O)CN(C)C(=O)Cc1ccc(-c2ccccc2)cc1	3%	.	40%	.	-1%	.	-15
Cc1cc(C)cc(OCC(=O)Nc2ccccc2N2CCCCC2)c1	4%	1%	-24%	-16	21%	-3	10
CC(C)CC(=O)N1CCC(O)(CS(=O)(=O)Cc2ccccc2)CC1	-1%	3%	-1%	-8	-8%	-5	76
O=C(COC(=O)CNC(=O)C1CCCCC1)Nc1ccc(Br)cc1Br	5%	.	2%	.	7%	.	-6
COc1ccc(CNC(=O)Nc2ccc(C)cc2C)cc1	?	-3%	-3%[2.29 µM]	9	12%	-2	?
CC(C)(Oc1ccc(F)cc1)C(=O)OCC(=O)c1ccc(S(C)(=O)=O)cc1	.	.	39%	.	-4%	.	-5
Cn1c(=O)[nH]c(=O)c2c1nc(CN1CCN(c3ccccc3F)CC1)n2CCCc1ccccc1	2%	0%	-4%	2	34%[activator]	-4	?
CN(Cc1nc2ccccc2c(=O)[nH]1)Cc1nc2ccsc2c(=O)[nH]1	-2%	?	-46%	-16	40%[activator]	2	-30
COC(=O)[C@]1(CC(C)C)N[C@H](c2ccc(-c3ccccc3)cc2)[C@@H]2C(=O)N(C)C(=O)[C@@H]21	.	.	-3%	.	-1%	.	12
COc1ccc(NC(=O)C(Cc2ccccc2)n2cccc2)cc1 (stereo unspecified)	4%	-3%	-32%	25	?	-2	-30
Cc1ccc(S(=O)(=O)Nc2nc(C)c(NC(=O)OCCCl)s2)cc1	-12%	?	-45%	-16	10%	-3	70
Cc1cc(C)n2nc(C(=O)OCC(=O)NNC(=O)c3ccccc3)nc2n1	4%	.	-5%	.	19%	.	-61*
CCN(CC(=O)NC1CCS(=O)(=O)C1)S(=O)(=O)c1ccc(Cl)c(C(F)(F)F)c1 (stereo unspecified)	7%	.	14%	.	25%	.	-17
Cc1cc(OCc2cc(C(=O)N(C)CC3CCOCC3)no2)cc(C)c1Cl	-13%	-4%	155%[activator]	46*	1%	35*	0
CCc1ccc(N2CC(C(=O)NCC(C)(C)N3CCOCC3)CC2=O)cc1 (stereo unspecified)	-2%	.	-5%	.	-6%	.	-10
O=C(Cn1cncn1)N/N=C/c1cccc(Cl)c1	-2%	-1%	-9%	6	-11%	-1	33

A section from the list above:
SMILES	AmpC detergent	FBPA Giardia inh	AmpC no deterg	Shiga inhibitor	AMA1-RON2 inh	Cycloheximide cs	HCMV antiviral
Cn1c(=O)[nH]c(=O)c2c1nc(CN1CCN(c3ccccc3F)CC1)n2CCCc1ccccc1	2%	0%	-4%	2	34%[activator]	-4	?
CN(Cc1nc2ccccc2c(=O)[nH]1)Cc1nc2ccsc2c(=O)[nH]1	-2%	?	-46%	-16	40%[activator]	2	-30

Remaining list, next part
SMILES	AmpC detergent	FBPA Giardia inh	AmpC no deterg	Shiga inhibitor	AMA1-RON2 inh	Cycloheximide cs	HCMV antiviral
Oc1ccc(-c2csc(Nc3cccnc3)n2)cc1	2%	-22%	-31%	121*	-4%	34*	12
CCOc1cc(C(c2c(C)[nH][nH]c2=O)c2c(C)[nH][nH]c2=O)cc([N+](=O)[O-])c1O	-5%	-22%	-10%	-11	17%	-1	5
COC(=O)c1ccc2[nH]c3c(c2c1)CC(C)CC3 (stereo unspecified)	0%	-4%	-20%	59*	-21%	36*	-23
CCN(CC)S(=O)(=O)c1ccc(N2CCOCC2)c(NC(=O)COc2ccccc2)c1	5%	-9%	32%	-6	-4%	3	22
CC(C)NC(=O)CC(=O)N/N=C\c1ccccc1C(=O)O	-3%	1%	-11%	-12	0%	-2	?
O=C(CSc1ncn[nH]1)Nc1ccc([N+](=O)[O-])cc1Br	7%	2%	-40%	9	-8%	5	-65*
